FUS yeast rescue = suppressors of FUS proteinopathy in yeast; Potency, µM (top dose mostly 76.6 µM), inactives show at the highest dose growth rescue (activation), usual class: activators; S. cerevisiae FUS-expressing, growth rescue, OD600, 24 h; actives 0.24% (n = 390,000);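 further: plate controls were DMSO vehicle for no effect and reference control for full effect; nearly all actives have a fitted effect of over 55% in size; some results filed as inactive show a strong effect at the top dose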
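Absorbance at 600 nm, taken 24hr after compound addition, measured rescue of FUS-yeast growth at 30C. Induction used 2% galactose with seeding at OD 0.005. Controls: CP55940 from 92uM final, DMSO only.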
TDP43 rescue = rescues yeast growth from TDP-43 toxicity. Potency, µM (series often up to 46.1 µM), for the others: at the highest dose growth rescue (activation), hits mostly activators. TDP-43 expressing yeast growth rescue, BacTiter-Glo, 24 h. AID 652104. actives 1.8% (n = 410,000); further: % of control where 0% means no effect; nearly all actives have a fitted effect of over 50% in size
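Readout is BacTiter-Glo luminescence of cell growth, so inhibitors register as activators. TDP-43-expressing yeast at OD600=0.02 in galactose medium, after raffinose pregrowth to mid-log, were incubated with compound for 24 hr at 30 deg C.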
PTHR1 agonist = agonists of human PTHR1 parathyroid hormone receptor; Q03431; HEK293 GP2 PTHR1 cells, GloSensor cAMP luminescence, 1 h; Potency, µM (top dose mostly 115 µM), for the others: at the top dose activation, hits mostly activators; actives 0.075% (n = 410,000); AID 743266; further: nearly all actives have a fitted effect of over 55% in size; some results filed as inactive show a strong effect at the top dose; inactives centre near -15; many of its hits are not listed in these tables
Target sequence (Q03431 whole entry, looked up): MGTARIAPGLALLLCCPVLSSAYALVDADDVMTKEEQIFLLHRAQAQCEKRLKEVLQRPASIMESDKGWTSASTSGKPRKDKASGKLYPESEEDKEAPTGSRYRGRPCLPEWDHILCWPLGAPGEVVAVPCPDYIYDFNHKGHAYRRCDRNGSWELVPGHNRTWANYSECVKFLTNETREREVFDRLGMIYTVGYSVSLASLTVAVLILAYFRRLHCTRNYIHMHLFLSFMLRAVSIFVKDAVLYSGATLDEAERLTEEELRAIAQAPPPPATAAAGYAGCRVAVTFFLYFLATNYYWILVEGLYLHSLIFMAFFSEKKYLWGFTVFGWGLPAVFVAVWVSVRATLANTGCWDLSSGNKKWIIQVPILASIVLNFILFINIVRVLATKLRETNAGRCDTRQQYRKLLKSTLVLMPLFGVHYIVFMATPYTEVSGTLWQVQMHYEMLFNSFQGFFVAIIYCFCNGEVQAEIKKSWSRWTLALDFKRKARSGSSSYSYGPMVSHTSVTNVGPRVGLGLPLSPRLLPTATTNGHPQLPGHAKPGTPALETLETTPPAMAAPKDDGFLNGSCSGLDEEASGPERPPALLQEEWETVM
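HEK-293-derived GP2 cells expressing PTHR1 and a GloSensor cAMP reporter, 3,000/well, plated overnight, given luciferin plus IBMX (each 0.5 mM as added) for 1 h at 37 °C, then compound for 1 h at 37 °C. Luminescence was read after 15 min at room temperature.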
EPAC2 ag = agonists of human EPAC2 (RAPGEF4); AID 720711; Q8WZA2; EPAC2 activation, biochemical qHTS; response scale: 100% = 6.5 mM cAMP response; Potency, µM (highest dose often 154 µM), inactives show at the top dose activation, hits mostly activators; actives 0.079% (n = 360,000); further: nearly all actives have a fitted effect of over 50% in size
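Setup: EPAC2 100 nM, labeled Rap1B complex 250 nM, free GDP 50 uM. Compound titrations pinned in, brief spin, 5 min room temperature incubation. Kinetic fluorescence read over 30 min, normalized to 6.5 mM cAMP.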
EPAC1 ag = EPAC1 (human) agonism | EPAC1 agonist qHTS, biochemical assay; response scale: 100% = response to 6.5 mM cAMP | actives 0.073% (n = 360,000) | O95398 | AID 720707 | Potency, µM (doses to about 154 µM), without a hit: top-dose activation, actives largely listed as activators; further: nearly all actives have a fitted effect of over 60% in size
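EPAC1 100 nM, Rap1B–BODIPY-GDP 250 nM, unlabeled GDP 50 uM; compound titration; 5 min RT; kinetic read ex480/em540 at 5-min intervals ×30 min; data normalized to 6.5 mM cAMP agonist control.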
EPAC2 antag = blocks human EPAC2 exchange factor; Q8WZA2; EPAC2 GEF exchange of Rap1B-BODIPY-GDP, fluorescence; Potency, µM (top dose mostly 114 µM), without a hit: at the highest dose activity, negative = inhibition, usual class: inhibitors; actives 0.18% (n = 360,000); AID 720708; further: on the % scale 0 is the no-effect control and ±100 the full control effect; nearly all actives have a fitted effect of over 45% in size; many of its hits are not listed in these tables
aSyn rescue = alpha-synuclein toxicity inhibition in yeast | Yeast expressing alpha-synuclein, growth rescue, BacTiter-Glo, 24 h | Potency, µM (doses to about 46.1 µM), for inactives: top-dose growth rescue (activation), most hits filed as activators | actives 0.14% (n = 370,000); further: % of control where 0% means no effect; nearly all actives have a fitted effect of over 65% in size
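Screening used galactose-induced yeast with toxic alpha-synuclein levels, exposed to compound for 24 hr at 30 deg C. Cell growth, read with BacTiter-Glo luminescence, gave the measured signal.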
EPAC1 antag = antagonists of human EPAC1; O95398; EPAC1 GEF assay, Rap1b-BODIPY-GDP exchange fluorescence; Potency, µM (titrated, usually from 115 µM), without a hit: at the highest dose activity change, negative = inhibition, usual class: inhibitors; actives 0.14% (n = 360,000); AID 720709;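 further: plate controls were vehicle for no effect and positive control for full effect; nearly all actives have a fitted effect of over 50% in size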
Starred values were filed as active, the others as inactive; i = inactive; ? = inconclusive; . = not tested or not shown; & = joins results of further samples; [ ] = remark or other dose. The call rests on the fitted dose curve; in most records, active means well fitted curve in the direction sought with a large enough effect; inconclusive means small, poorly fitted or top-dose-only effect, or another doubt; inactive means no such curve, though single readings can be large; an effect the other way counts as inactive or inconclusive. Potency means the concentration at half of the fitted maximal effect. A portion of the library; count on the stated rates, not on these rows.

Value order: EPAC1 antag, TDP43 rescue, EPAC2 ag, EPAC1 ag, FUS yeast rescue, EPAC2 antag, PTHR1 agonist, aSyn rescue
[1] c1ccn2cc(-c3ccc4c(c3)OCO4)cc2c1
  -19%, -15%, 8%, 9%, 28%, -5%, -14%, 1%
[2] O=C(Nc1cccc(C(=O)O)c1)/C(=C\c1ccccc1Cl)NC(=O)c1ccco1
  -17%, -10%, -1%, 3%, 30%, -2%, i, -5%
[3] CN(C)S(=O)(=O)c1cccc(NC(=S)N/N=C/C(=O)c2ccccc2)c1
  -14%, 0%, 2%, -3%, ., 2%, i, 5%
[4] CCc1cc(C(=O)OCC(=O)NCCc2ccccc2)sc1C
  -4%, -2%, 2%, -1%, 5%, -25%, -17%, 18%
[5] COc1ccccc1CNc1nc(NCc2ccc(NC(C)=O)cc2)c2sccc2n1
  -25%, -18%, 4%, -5%, 36%, 5%, -69%[inhibitor], 2%
[6] Cc1ccc(SC[C@H](Cc2ccccc2)N2CCN(C)CCC2=O)cc1
  -18%, 9%, 2%, -21%, -9%, 10%, i, 1%
[7] CC(C)(C)NC(=O)C(C1CC1)n1c(-c2ccccc2)nc2ccccc21 (configuration not stated)
  -17%, 11%, -7%, -4%, -10%, -16%, -20%, 7%
[8] Cc1csc(-c2cnn(-c3ccccc3)c2NC(=O)c2ccccc2)n1
  -3%, 0%, 3%, 2%, 9%, 1%, 0%[57.5 µM], 8%
[9] CC(=O)Nc1ccc(NC(=O)CSc2nnc(-c3ccc4c(c3)OCO4)o2)cc1
  -13%, 17%, -7%, 3%, -27%, 13%, -34%[inhibitor], 3%
[10] N#CC(C#N)=C(Nc1ccc(F)cc1)SCc1cccc(Br)c1
  -27%, 30%, -10%, 11%, 8%, -29%, -33%[inhibitor], -32%[inhibitor]
[11] Cc1onc(-c2ccccc2)c1-c1csc(N/N=C/c2ccccc2)n1
  -1%, -12%, 7%, 1%, 3%, 0%, -2%, 3%
[12] O=C(Oc1c(-c2ccco2)oc2ccccc2c1=O)c1cccnc1
  -6%, -15%, -8%, -9%, 32%, -8%, i, 6%
[13] COc1ccc(-c2cc(C(=O)N3CCOCC3)no2)cc1
  -5%, 13%, 15%, 17%, -17%, 13%, -25%, -3%
[14] COc1ccc(Cn2c(=O)[nH]c3cc(C(=O)N4CCN(Cc5ccccc5)CC4)ccc3c2=O)cc1
  -17%, -1%, 10%, 0%, 13%, -10%, -17%[57.5 µM], 0%
[15] CCc1cccc(CC)c1NC(=O)c1ccc(-c2cc(Cl)ccc2Cl)o1
  7%, 2%, -3%, -1%, 3%, 2%, ?, 1%
[16] O=C(Cc1ccccc1)NCc1nc2ccccc2[nH]1
  -10%, -22%, 12%, 4%, -9%, -3%, i, -7%
[17] Cc1cc(C)c(NC(=S)NC(NC(=O)c2ccccc2)C(Cl)(Cl)Cl)c(C)c1 (configuration not stated)
  -28%, -8%, -14%, -10%, 0%, 5%, -31%[inhibitor], 5%
[18] COc1ccc(N/C(=N\c2nc(C)cc(C)n2)NC(=O)C(C)C)cc1OC
  -12%, -8%, -3%, 14%, -4%, -5%, -1%[57.5 µM], 0%
[19] CCOC(=O)C1=C(C)NC(=S)N(C(C)=O)C1c1ccc(OC)c(OC)c1 (configuration not stated)
  -4%, -4%[1.82 µM], 7%, -2%, 11%, -18%, i, 10%
[20] Cc1ccc(-c2nnc(SCC(=O)CC(=O)Nc3ccccc3)n2-c2ccccc2)cc1
  1%, -1%, 0%, 13%, 35%, 1%, i, .
[21] CCOc1ccc(NC(=O)Cc2ccc(NC3=NC4CS(=O)(=O)CC4S3)cc2)cc1 (configuration not stated)
  16%, 2%, -1%, 5%, -14%, 29%, i, -7%
[22] CC(C)(C)c1csc(NC(=O)CSC2=NCCS2)n1
  -1%, 16%, 10%, 2%, 9%, ?, -13%, 4%
[23] O=C(Nc1ccc(Br)cc1)c1cccc2c1C(=O)N(C1CCCCC1)C2
  9%, 0%, 4%, -5%, -12%, -1%, i, 1%
[24] O=C(O)c1cccc(Nc2ccc3nonc3c2[N+](=O)[O-])c1
  5%, 9%, 7%, 10%, 25%, 3%, -2%, -4%
[25] CCn1c(SCC(=O)Nc2nonc2C)nnc1-c1ccoc1C
  10%, -13%, 3%, -2%, 18%, 17%, -14%, -4%
[26] COC(=O)N/N=C/c1cc(N=Nc2ccccc2)ccc1O
  -5%, -12%, -9%, -3%, -18%, 2%, -30%, 12%
[27] O=C(OCC(=O)N1CCOCC1)c1ccccc1SCC(=O)N1CCCC1
  -9%, -1%, -4%, 9%, -40%, 9%, i, 2%
[28] O=C(c1ccccc1[N+](=O)[O-])n1cnc2ccccc21
  9%, ?, 5%, 2%, 9%, 3%, -1%, -2%
[29] COCCn1c(Cc2ccccc2)nnc1SCc1ccc([N+](=O)[O-])cc1
  8%, -25%, 12%, -1%, ?, 12%, i, -8%
[30] COc1ccccc1C(=O)NCC(=O)N/N=C/c1cc(Br)ccc1OC(=O)/C=C\c1ccco1
  -13%, 7%, 15%, 8%, 4%, -29%[57.1 µM], -9%, 3%
[31] O=c1[nH]c2cc3c(cc2cc1CN(CCCO)Cc1nnnn1Cc1ccc(F)cc1)OCO3
  -14%, 3%, -7%, 6%, -6%, 4%, i, -2%
[32] O=C(c1cn(-c2ccccc2)nc1-c1ccccc1)N1CCOCC1
  -26%, 13%, -4%, 0%, 11%, -2%, -5%[57.5 µM], -1%
[33] CS(=O)(=O)N(CC(=O)N1CCN(Cc2ccccc2)CC1)C1CCCCC1
  -4%, 2%, -1%, -3%, -23%, 21%, -11%, -11%
[34] O=C(O)c1ccc(NS(=O)(=O)c2cccc(C(=O)Nc3cccc(C(=O)O)c3)c2)cc1
  7%, 13%, 12%, -1%, -21%, 4%, -1%, -3%
[35] Cc1cccc(NC(=O)C2CCN(S(=O)(=O)c3c(C)nn(C)c3C)CC2)n1
  -3%, 14%, -1%, 5%, -7%, 1%, -45%[inhibitor], 0%
[36] Cc1cc(C)c(C)c(S(=O)(=O)N(C)C2CCN(C)CC2)c1C
  -12%, -5%, 7%, 2%, -4%, -2%, i, -1%
[37] Cc1ccc2[nH]c3c(c2c1)CN(C(=O)CN1CCN(Cc2ccc4c(c2)OCO4)CC1)CC3
  -7%, 0%, 3%, 3%, -1%, -6%, i, 3%
[38] CCN(CC(=O)Nc1c(F)cccc1F)C(=O)CCNC(=O)c1ccco1
  6%, -15%, 3%, -3%, 5%, 3%, i, 0%
[39] CC(C)(C)OC(=O)N1CCC(CC2CC(c3ccccc3)=NO2)(C(=O)O)CC1 (configuration not stated)
  11%, 22µM*, 8%, -3%, 0%, 12%, -15%, 11%
[40] CCOC(=O)C1(C)CCCCCN1C(=O)c1ccc(SC(F)(F)F)cc1 (configuration not stated)
  1%, 1%, 4%, 0%, -10%, 2%, 3%, -2%
[41] Cc1ccc(N2CC(C(=O)NCCS(=O)(=O)N3CCN(c4ccccc4F)CC3)CC2=O)cc1 (configuration not stated)
  4%, ?, -10%, 2%, -3%&-5%, 1%, -20%, 8%
[42] CN(C(=O)/C=C/c1ccc2c(c1)OCO2)c1ccccc1
  1%, ?, 0%, 8%, 29%, 11%, -8%, -2%
[43] COc1cccc(-c2ccc(C#N)c(SCC(=O)NCc3ccco3)n2)c1
  14%, -7%, 8%, 5%, 18%, 15%, -88%[inhibitor], -10%
[44] CC(C)(C)n1nnnc1CN1CCN(C2CCCC2)CC1
  -8%, 24%, -2%, 1%, -39%, 3%, -13%, 2%
[45] C/C(=N\Nc1ccc(Cl)c(C(=O)O)c1)c1ccc2c(c1)OCO2
  8%, -3%, 9%, 0%, 2%, 8%, -37%, 1%
[46] CC1CN(S(=O)(=O)c2ccc(NC(=O)c3cc(-c4ccccc4O)n[nH]3)cc2)CC(C)O1 (configuration not stated)
  -27%, -11%, -10%, 22%, ?, -15%, -26%[57.5 µM], 0%
[47] Cc1cc(=O)oc2cc(OC(C)C(=O)NCC3CCC(C(=O)O)CC3)ccc12 (configuration not stated)
  9%, ?, 4%, -16%, -11%, 7%, -21%, 1%
[48] CC1CC2=C(NC(=S)NC2c2ccccc2F)/C(=C/c2ccccc2F)C1 (configuration not stated)
  -10%, -12%[9.22 µM], 7%, 4%, ?, -4%, -63%[inhibitor], 9%
[49] CCCCOc1ccc(-c2c(C(=O)Nc3ccccc3)c(C)[nH]c(=S)c2C#N)cc1
  -18%, -17%[9.22 µM], -8%, -8%, ?, -5%, i, 6%
[50] C/C(=C\C(=O)Nc1nccs1)c1ccccc1
  ?, ?, 9%, 11%, 20%, -2%, -8%, -2%
[51] COc1ccccc1-c1c(C)nn2c(N3CCCCCC3)cc(C)nc12
  6%, 5%, 4%, -11%, 2%, -10%, -43%[inhibitor], 0%
[52] CCOc1ccc(-n2c(N)c(-c3nc4ccccc4[nH]3)sc2=S)cc1
  4%, 1%, 1%, -9%, 20%, 9%, -11%[57.5 µM], 4%
[53] Cc1ccc(CNC(=O)C2CCCN2S(=O)(=O)c2ccc(F)cc2)cc1 (configuration not stated)
  0%, 2%, 10%, -1%, -5%, -2%, -11%, 1%
[54] CC(=O)Nc1sc2c(c1C(c1cccs1)N1CCOCC1)CCCC2 (configuration not stated)
  0%, -2%, 11%, 8%, -15%, -7%, -1%[57.5 µM], 1%
[55] CCC(=O)Nc1nonc1-c1nc2ccccc2n1N(C(=O)CC)C(=O)CC
  4%, -9%, -3%, -3%, 29%, 20%, i, -13%
[56] O=C(O)C1OC1(c1ccccc1Cl)c1ccccc1Cl (configuration not stated)
  -14%, -19%, 5%, 15%, ., -4%, 16%, 6%
[57] CCN(CC)CCN(C(=O)c1cccc(N2C(=O)CCC2=O)c1)c1nc2cc3c(cc2s1)OCO3
  -16%, -12%, 5%, 3%, 18%, -12%, -7%, 1%
[58] COc1cccc(NC(=O)Nc2ccc3c(c2)OCO3)c1
  -14%, 11%, 10%, 9%, 2%, 1%, -12%, -4%
[59] OCCC1CN(Cc2cccn2-c2nccs2)CCN1Cc1ccc(F)c(F)c1 (configuration not stated)
  -13%, -12%, -7%, -4%, -10%, -9%, i, 5%
[60] CSCCC(NC(=O)c1cccc([N+](=O)[O-])c1)c1nc2ccccc2[nH]1 (configuration not stated)
  -12%, -4%, 0%, 9%, ., -3%, i, 3%
[61] CCn1c(O)c(/C=C2\C=Nc3ccccc32)sc1=O
  -4%, 4%, 3%, 5%, -5%, -5%, -30%, 1%

An excerpt from above, limited to EPAC1 ag.
| no. | Molecule | EPAC1 ag |
| --- | --- | --- |
| 50 | C/C(=C\C(=O)Nc1nccs1)c1ccccc1 | 11% |
| 51 | COc1ccccc1-c1c(C)nn2c(N3CCCCCC3)cc(C)nc12 | -11% |
| 52 | CCOc1ccc(-n2c(N)c(-c3nc4ccccc4[nH]3)sc2=S)cc1 | -9% |
